From PubChem BioAssay
NPC1 prom act: activators of NPC1 promoter; Huh7 NPC1 promoter luciferase reporter, 24 h; Potency, µM (titrated, usually from 9.22 µM), without a hit: at the top dose activation, hits mostly activators; 2.4% of 320,000 active;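 note: potency is the fitted concentration of half-maximal effect; % of control where 0% means no effect; nearly all actives have a fitted effect of over 60% in size; reporter is driven by a mutant NPC1 promoter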
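Compounds in DMSO were transferred onto Huh7 NPC1-luciferase reporter cells pre-incubated 2 h; after 24 h at 37 °C, Amplite reagent was dispensed and luminescence recorded 10 min later.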
ELG1 genotoxic: induces genotoxicity in HEK293T cells with luciferase-tagged ELG1. HEK293T ELG1-luciferase reporter, luminescence, 16 h. Potency, µM (doses to about 46 µM), inactives show top-dose activity change, positive = activation, actives largely listed as activators. 1.3% of 330,000 active. AID 504466; note: potency is the fitted concentration of half-maximal effect; % of control where 0% means no effect; nearly all actives have a fitted effect of over 60% in size
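DMSO vehicle served as control against compound-treated ELG1-luciferase HEK293T cells; exposure lasted 16 hr at 37 °C and 5% CO2, followed by ONE-Glo luminescence detection after 30 min.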
FLuc counter: counter-screen for miR-21 project: firefly luciferase inhibitors or activators; AID 588342; P08659; purified FLuc, Km substrates, luminescence inhibition; Potency, µM (doses to about 57.5 µM), without a hit: at the top dose activity change, negative = inhibition, usual class: inhibitors; 6.9% of 360,000 active;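 note: potency is the fitted concentration of half-maximal effect; plate controls were vehicle for no effect and reference inhibitor for full effect; nearly all actives have a fitted effect of over 55% in size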
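Purified P. pyralis luciferase (10nM final) with 10uM D-luciferin and 10uM ATP (Km levels) in 50mM Tris acetate pH 7.5, 10mM Mg acetate, 0.01% Tween-20, 0.05% BSA; qHTS 6-point titration, ~60 µM downward; luminescence read.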
uPA surface inh: inhibitors of cell surface uPA generation | cell surface uPA generation assay, qHTS | Potency, µM (titrated, usually from 38.3 µM), for inactives: at the highest dose activity change, negative = inhibition, actives largely listed as inhibitors | 0.31% of 330,000 active | AID 540303; active = well fitted inhibition curve with a large enough effect; inconclusive = small, poorly fitted or top-dose-only effect; inactive = no such curve, though single readings can be large or run the other way; tested in mouse RAW 264.7 cells; note: potency is the fitted concentration of half-maximal effect; % is set by controls: 0 for no effect and ±100 for the full control effect; nearly all actives have a fitted effect of over 55% in size
Gal4-VP16 FLuc: Gal4-VP16 reporter inhibition counter-screen | Drosophila S2 Gal4-VP16 UAS-luciferase, luminescence, 20 h | Potency, µM (highest dose often 53.6 µM), inactives show top-dose activity, negative = inhibition, usual class: inhibitors | 3.5% of 310,000 active;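 note: Gal4-VP16 expression switched on by copper sulfate through the metallothionein promoter; potency is the fitted concentration of half-maximal effect; % is set by controls: 0 for no effect and ±100 for the full control effect; nearly all actives have a fitted effect of over 50% in size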
KCNH2 3.1 inh: KCNH2 3.1 (human) potassium channel inhibition; U2OS KCNH2 3.1, thallium flux FluxOr; stronger effect = lower value; activity change, % (tested at about 1.8 µM); 0.95% of 340,000 active;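 active = maximum activity change below -70%; inconclusive = maximum activity change from -70% to -50%; inactive = maximum activity change above -50%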;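 note: thallium influx rate constant from kinetic fluorescence after stimulation buffer; % is set by controls: 0 for no effect and ±100 for the full control effect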
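We transduce U2OS cells with the mutant 3.1 virus, culture them overnight, load FluxOr with Red40 quencher for 45 min, then add stimulation buffer and read kinetically for 2 min to derive a normalized rate constant.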
Rab9 promoter act: activators of Rab9 promoter | Potency, µM (series often up to 9.22 µM), inactives show at the top dose activation, negative = inhibition, usual class: activators | 2.8% of 320,000 active | Huh7 Rab9 promoter-luciferase reporter, luminescence, 24 h; note: potency is the fitted concentration of half-maximal effect; % of control where 0% means no effect; nearly all actives have a fitted effect of over 60% in size
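Quantitative HTS format; Huh7 Rab9-luciferase reporter cells (1500/well) receive compound 2 h post-plating, incubate 24 h at 37 °C, then get luciferase reagent for 10 min before luminescence reading.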
Giardia kill: kills Giardia lamblia; Giardia lamblia trophozoite viability; activity change, % at 7.66 µM, hits read low; 0.15% of 340,000 active; AID 540267; in the data active = activity change below about -80%; inconclusive = between about -30% and that limit;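 note: parasites exposed to compound for two days anaerobically before the ATP read; % is set by controls: 0 for no effect and ±100 for the full control effect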
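Luminescence from cellular ATP indicates surviving trophozoites (100 cells/well) following 48 hrs anaerobic compound treatment at 37 deg C; signal develops 15-30 min at room temperature.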
Coupling enz: inhibits coupling enzyme system, counter-screen for aldolase hits; AID 2472; 0.67% of 290,000 active; coupling enzyme system counterscreen, AmpLite Red fluorescence; activity change, negative = inhibition, % at 58.2 µM, hits read low; in the data active = activity change below about -30%; note: % is set by controls: 0 for no effect and ±100 for the full control effect
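Coupling enzymes only (glyceraldehyde-3-phosphate) + compound, at 57.5 uM final, 10 min RT; add substrate/coupling/AmpLite Red mix, 20 min RT; fluorescence ex 525/em 598 nm. Actives flag coupling-system interference.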
Tb PFK block: inhibitors of T. brucei phosphofructokinase; O15648; T. brucei PFK, ADP-Glo luminescence; Potency, µM (titrated, usually from 57.5 µM), without a hit: at the top dose activity, negative = inhibition, hits mostly inhibitors; 0.17% of 330,000 active; AID 485367;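 note: potency is the fitted concentration of half-maximal effect; 0% = uninhibited 1x PFK enzyme wells and -100% = no-enzyme wells; nearly all actives have a fitted effect of over 60% in size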
Target sequence (O15648 whole entry, looked up): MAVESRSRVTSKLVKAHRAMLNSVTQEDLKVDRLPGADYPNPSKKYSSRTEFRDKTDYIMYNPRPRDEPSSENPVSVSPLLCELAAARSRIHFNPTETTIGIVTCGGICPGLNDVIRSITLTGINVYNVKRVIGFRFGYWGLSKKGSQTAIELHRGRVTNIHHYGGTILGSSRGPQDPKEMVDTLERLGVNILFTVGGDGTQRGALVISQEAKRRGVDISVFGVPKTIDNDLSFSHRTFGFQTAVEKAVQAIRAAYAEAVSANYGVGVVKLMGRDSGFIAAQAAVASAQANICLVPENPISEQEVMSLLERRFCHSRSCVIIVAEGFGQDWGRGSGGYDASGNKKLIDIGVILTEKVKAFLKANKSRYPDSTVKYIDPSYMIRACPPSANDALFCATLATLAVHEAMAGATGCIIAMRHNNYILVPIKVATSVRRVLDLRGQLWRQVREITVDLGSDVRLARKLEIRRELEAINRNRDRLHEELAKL
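1.25 nM PFK with 0.5 mM F6P and 0.1 mM ATP in 0.1 M TEA pH 8.0, 5 mM MgCl2, incubated 45 min at room temperature; ADP measured by ADP-Glo luminescence; compounds titrated up to 57 uM.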
RORg inh: ROR gamma (mouse) transcription inhibition. AID 2551. P51450. Potency, µM (highest dose often 53.6 µM), for the others: top-dose activity change, negative = inhibition, most hits filed as inhibitors. 5.4% of 310,000 active. Drosophila S2 Gal4-RORgamma UAS-luciferase reporter, 20 h; note: potency is the fitted concentration of half-maximal effect; % is set by controls: 0 for no effect and ±100 for the full control effect; nearly all actives have a fitted effect of over 60% in size
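Compounds are pin-transferred onto Drosophila Schneider cells expressing a copper-inducible Gal4–ROR gamma transactivation domain fusion. After 1 hr, copper sulfate is added to 700 uM final; luciferase is read 20 hr later.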
Active calls of the source: *; ? = inconclusive; . = not tested or not shown; [ ] = remark or other dose. Unless noted, calls come from the whole dose curve; as a rule, active = well fitted curve in the direction sought with a large enough effect; inconclusive = small, poorly fitted or top-dose-only effect, or another doubt; inactive = no such curve, though single readings can be large; an effect the other way counts as inactive or inconclusive. The list is partial, so the mix of outcomes need not match the whole.

1) CC(=NCCCN1CCCCC1)c1c(O)n(Cc2ccccc2)c(=O)[nH]c1=O
2) O=C(Nc1ccc(Cl)cc1)N1CC2CC(C1)c1cccc(=O)n1C2 (configuration not stated)
3) Cc1onc(-c2c(Cl)cccc2Cl)c1/C(N)=N/OC(=O)N(C)C
4) Cc1ccc2c(c1)cc1c(=O)n(CC(=O)N3CCC4(CC3)OCCO4)nc(C)n12
5) O=[N+]([O-])c1ccc(C2[C@H]3C(c4ccccc4)=NC4(CCCC4)N23)cc1 (some centres not stated)
6) O=C(CCC(=O)N1CCC2(CC1)OCCO2)Nc1nnc(C(F)(F)F)s1
7) Cc1ccc(CN2CCSc3ccc(C(=O)N4CCC5(CC4)OCCO5)cc32)cc1
8) CCc1n[nH]c(CCN)n1

Assay by compound	1	2	3	4	5	6	7	8
NPC1 prom act	2%	3%	-2%	-1%	-2%	1%	-2%	-3%
ELG1 genotoxic	0%	?	0%	0%	-2%	0%	-2%	0%
FLuc counter	4%	?	0%	1%	1%	1%	3%	0%
uPA surface inh	4%	3%	-1%	-11%	19%	3%	0%	2%
Gal4-VP16 FLuc	0%	10%	-8%	14%	-4%	9%	3%	2%
KCNH2 3.1 inh	-40	3	0	4	-13	-22	-19	11
Rab9 promoter act	-4%	14%	-5%	0%	3%	4%	-2%	-1%
Giardia kill	22	8	-27	36[activator]	-1	20	3	-16
Coupling enz	4	.	1	.	0	0	0	3
Tb PFK block	1%	-14%	4%	0%	-4%	-7%	-1%	2%
RORg inh	-26%	9%	13%	15%	6%	14%	0%	30%

9) C=Cn1ccnc1P(O)(=S)c1nc(C)c(CCOC(C)=O)s1 (configuration not stated)
10) C[C@H]1CCCC(=O)CCCCCc2cc(O)cc(O)c2C(=O)O1
11) O=c1[nH]c(CN2CC=C(c3ccccc3)CC2)nc2cc(C(F)(F)F)ccc12
12) NC(N)=NOCCC(N)C(=O)O (configuration not stated)
13) CCOC(=O)c1c(C=O)c2ccccc2n1Cc1ccccc1
14) O=c1[nH]c(=O)n(Cc2ccc(F)cc2)c(O)c1C=NCC1CCCO1 (configuration not stated)
15) CC(=O)N(C1=NCCCS1)c1ccccc1Cl
16) O=C1C2(c3ccccc3)CN3CN(C2)CC1(c1ccccc1)C3

Assay by compound	9	10	11	12	13	14	15	16
NPC1 prom act	-4%	-1%	-1%	4%[46.1 µM]	0%	1%	2%	-3%
ELG1 genotoxic	0%	-7%	3%	.	-4%	2%	4%	1%
FLuc counter	4%	0%	1%	.	-11%	-5%	-8%	0%
uPA surface inh	5%	-28%	-3%	.	7%	-2%	7%	-7%
Gal4-VP16 FLuc	?	?	-2%	-6%	3%	-19%	-2%[10 µM]	-5%
KCNH2 3.1 inh	-3	-6	18	.	-8	-15	-3	-2
Rab9 promoter act	-3%	0%	-3%	-5%[46.1 µM]	-4%	-2%	3%	-8%
Giardia kill	4	-25	12	.	-22	-6	1	7
Coupling enz	3	4	0	1	5	-2	1	-1
Tb PFK block	4%	-3%	2%	.	1%	2%	-4%	-2%
RORg inh	11µM*	1%	4%	-24%	-5%	?	4%	27%

17) CCC12C=CCN3CCC4(c5cc(Br)c(OC)cc5N(C)C4C(O)(C(=O)OC)C1OC(C)=O)C32 (configuration not stated)
18) CCOc1c(P(=S)(N(C)C)N(C)C)c(C)nn1-c1ccccc1
19) O=[N+]([O-])c1ccc(Cl)c(S(=O)(=O)Nc2cccc(-c3ccc(N4CCCC4)nn3)c2)c1
20) CCc1nn(CC(=O)N2CCC3(CC2)OCCO3)c(=O)c2cc3ccccc3n12
21) CCCCCn1c(=O)c(C(=O)Nc2ccccc2N)c(O)c2ccccc21
22) CCNC(=O)O/N=C(\C)c1sc(-c2ccccc2)nc1C
23) COC(=O)C1=C(c2c(C)noc2C)C[C@@H]2CC[C@H]1N2C(=O)NC1CCCCC1

Assay by compound	17	18	19	20	21	22	23
NPC1 prom act	2%	-1%	17%	-2%	-4%	?	-2%
ELG1 genotoxic	-6%	-10%	13%	0%	-7%	11%	2%
FLuc counter	-1%	1%	15µM*	3%	3%	?	4%
uPA surface inh	-1%	6%	?	-7%	8%	-3%	3%
Gal4-VP16 FLuc	-6%	3%	.	2%	?	-10%	.
KCNH2 3.1 inh	0	0	-22	1	-41	-5	12
Rab9 promoter act	1%	-4%	23%	-1%	-2%	?	-4%
Giardia kill	3	-6	-8	5	?	33[activator]	7
Coupling enz	-1	-1	.	0	7	0	.
Tb PFK block	3%	-3%	3%	1%	0%	0%	0%
RORg inh	?	-37%	.	-8%	2%[1.91 µM]	?	.

Copied from above: nos. 16 to 20
16) O=C1C2(c3ccccc3)CN3CN(C2)CC1(c1ccccc1)C3
17) CCC12C=CCN3CCC4(c5cc(Br)c(OC)cc5N(C)C4C(O)(C(=O)OC)C1OC(C)=O)C32 (configuration not stated)
18) CCOc1c(P(=S)(N(C)C)N(C)C)c(C)nn1-c1ccccc1
19) O=[N+]([O-])c1ccc(Cl)c(S(=O)(=O)Nc2cccc(-c3ccc(N4CCCC4)nn3)c2)c1
20) CCc1nn(CC(=O)N2CCC3(CC2)OCCO3)c(=O)c2cc3ccccc3n12

Assay by compound	16	17	18	19	20
NPC1 prom act	-3%	2%	-1%	17%	-2%
ELG1 genotoxic	1%	-6%	-10%	13%	0%
FLuc counter	0%	-1%	1%	15µM*	3%
uPA surface inh	-7%	-1%	6%	?	-7%
Gal4-VP16 FLuc	-5%	-6%	3%	.	2%
KCNH2 3.1 inh	-2	0	0	-22	1
Rab9 promoter act	-8%	1%	-4%	23%	-1%
Giardia kill	7	3	-6	-8	5
Coupling enz	-1	-1	-1	.	0
Tb PFK block	-2%	3%	-3%	3%	1%
RORg inh	27%	?	-37%	.	-8%
